Bioassay records from PubChem BioAssay.
F508del corr = correctors of CFTR F508del function in bronchial epithelial cells | CFBE cells, YFP halide quenching; stimulated with forskolin plus potentiator P3; % fluorescence drop versus neutral controls | activity (quench increase), % at 7.58 µM | 350,000 tested, 0.36% active;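 active = mean added fluorescence quench of at least 8% versus neutral control, with both replicates also reaching 8%; inconclusive = only one of the mean or replicate conditions met; inactive = mean below 8% and not both replicates reaching 8%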;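 also: cells transiently co-express mutant CFTR-F508del with the halide-sensitive YFP; corrector assay measuring rescue of mutant channel to the surface after 24 h compound exposure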
FN deposit inh = fibronectin deposition inhibition; AH1F fibroblasts, Alexa488-fibronectin deposition fluorescence, overnight; inhibition, % at 12.6 µM; 350,000 tested, 0.086% active;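 active = mean inhibition across replicates of 30% or more, regardless of how many single replicates reach that level; inconclusive = mean under 30% yet at least half of replicates reach 30%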;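 also: positive control wells lacked labelled fibronectin entirely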
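Test system: AH1F fibroblast monolayer depositing Alexa488-labelled fibronectin into matrix. Input: 10000 cells per well. Technique: fluorescence, ex 485 nm, em 525 nm. Buffer or medium: DMEM plus 2% serum, read in PBS. Timing: 1 h cell adhesion before compound, then overnight fibronectin incubation. Compound: single dose, pinned. Read-out basis: inhibition from reduced deposited-fibronectin fluorescence.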
EWS-Fli inh = blocks EWS/Fli oncoprotein-driven transcription; AID 651661; 350,000 tested, 0.67% active; inhibition, % at 12.6 µM; A673 NR0B1-luciferase reporter, viability-normalised;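 active = mean inhibition of at least 50% after viability correction, with every replicate also passing that limit; inconclusive = mean reaches 50% but only one of two replicates passes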;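 also: firefly luciferase signal divided by Alamar Blue viability fluorescence both relative to DMSO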
DENV2 CPE = protects cells from dengue virus 2 cytopathic effect | DENV2-infected cells, cytopathic effect rescue, plate reader | 350,000 tested, 1.7% active | CPE inhibition, % at 9.99 µM | AID 651640; in the data active = CPE inhibition above about 20%, passing the limit was not always enough; inconclusive = no clear call, values can overlap the other calls; tested in BHK-21 cells;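 also: 0% = median of neutral control wells and 100% = median of positive control wells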
PAX8 inh HTS = PAX8 transcriptional activity inhibition; RMG-I TPO-luciferase reporter, SteadyGlo, 24 h; inhibition, % at 12.6 µM; 360,000 tested, 1.2% active; AID 652154;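 active = mean replicate inhibition at least 60% with every replicate also reaching 60%; inconclusive = only one of the two criteria is met; inactive = mean below 60% and not all replicates reaching 60%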;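 also: luciferase light reporting Pax8 driven TPO promoter activity; plate controls were median of neutral control wells for no effect and mitoxantrone controls for full effect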
GSIS activator = GLuc luminescence reporter in INS-1E cells, primary screen for activators of glucose-dependent secretion of insulin; activation, % at 16.6 µM; 370,000 tested, 0.61% active; INS-1E GLuc reporter insulin secretion, 2-3 h;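 active = lowest replicate activation of at least 40%, so every replicate reaches that level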;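 also: 0% = median of neutral control wells and 100% = median of IBMX positive control wells; some compounds called inactive have numbers as strong as hits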
miR122 inh = blocks miR-122 activity in Huh7 sensor cells; 340,000 tested, 0.3% active; AID 602342; Huh7 miR-122 Renilla luciferase sensor, 48 h; neutral wells = 0, positive control = 100; activation (reporter increase), % at 12.5 µM;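 active = mean replicate activation score at least 90 and every replicate individually at or above 90; inconclusive = only one of the two criteria met; inactive = neither criterion met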;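 also: higher luciferase means less miR-122 activity so hits act as miR-122 inhibitors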
* = called active by the depositor; u = inconclusive; x = not tested or not shown; & = joins results of further samples; [ ] = dose if it differs, or a comment.

SMILES	F508del corr	FN deposit inh	EWS-Fli inh	DENV2 CPE	PAX8 inh HTS	GSIS activator	miR122 inh
CNC[C@@H]1Oc2cc(C#CCC(C)C)ccc2S(=O)(=O)N([C@H](C)CO)C[C@H]1C	-5.4	1	12	19	x	-3	15[16.7 µM]
C[C@@H]1CN([C@H](C)CO)C(=O)c2cc(-c3cccc(C#N)c3)cnc2O[C@@H]1CN(C)C(=O)C1CCOCC1	0.4	1	4	-3	-8	12	4[16.7 µM]
Cc1ccc(N2C(=O)[C@@H]3[C@H](C2=O)C2CCCN2[C@@H]3C(=O)c2ccccc2)cc1 (some centres not stated)	x	x	x	x	-2	-21	-1
CO[C@@H]1CN(C)C(=O)c2ccc(NC(=O)Nc3cc(F)ccc3F)cc2OC[C@H](C)N(C(=O)c2ccccn2)C[C@@H]1C	4.0	4	-4	11	-12	-15	x
CCOc1ccc2c(c1)C(C)=CC(C)(C)N2C(=O)Nc1ccccc1F	x	-3	x	9	4	-2	1
CCC(=O)Nc1ccc(-c2csc(NNC(C)=O)n2)cc1	0.4	x	-20	2	-56	-28	3
Cc1cccc(NC(=O)c2ccccc2NC(=O)C2CCCCC2)c1C	8.1*	x	10	11	x	-7	-6
COc1ccccc1N1CCN(C(=O)/C=C/c2ccco2)CC1	x	1	x	x	-8	-9	x
CN(C(=O)c1ccc(NC(=O)Cc2ccc(NC(=O)C3CCCN(C(=O)C4CC4)C3)cc2)cc1)C1CC1 (configuration not stated)	0.7	0	-5	-14	-34	x	-3
C[C@@H]1CCCCO[C@@H](CN(C)S(=O)(=O)c2cccs2)[C@H](C)CN([C@H](C)CO)C(=O)c2cc(NC(=O)CCCN(C)C)ccc2O1	0.9	x	2	4	x	-5	-8[16.7 µM]
COc1ccc(NC(=O)N2[C@@H]3CNC[C@H]2C3c2ccc(-c3ccccc3C)cc2)cc1 (some centres not stated)	-2.7&-0.3	-1&2	-6	u	-8	-12&4	x
COCC#Cc1ccc2c(c1)O[C@@H](CN(C)C(=O)C1CC1)[C@H](C)CN([C@@H](C)CO)S2(=O)=O	-2.9	0	-9	-8	x	-7	3[16.7 µM]
O=C([C@H]1[C@H](CO)[C@H]2Cn3c(ccc(C4=CCCCC4)c3=O)[C@H]2N1Cc1nccs1)N1CCCCC1	0.8	x	2	u	-7	-1	2[16.7 µM]
CSc1ccccc1C(=O)N1CCC2(CC1)CC(=O)c1ccccc1O2	-0.1	0	-2	-1	10	-6	-2
O=C(COc1ncnc2ccccc12)c1ccc(Cl)cc1	-0.9	11	-71	-1	-49	-2	-3

Next section; it opens with the six that closed the last part.
SMILES	F508del corr	FN deposit inh	EWS-Fli inh	DENV2 CPE	PAX8 inh HTS	GSIS activator	miR122 inh
C[C@@H]1CCCCO[C@@H](CN(C)S(=O)(=O)c2cccs2)[C@H](C)CN([C@H](C)CO)C(=O)c2cc(NC(=O)CCCN(C)C)ccc2O1	0.9	x	2	4	x	-5	-8[16.7 µM]
COc1ccc(NC(=O)N2[C@@H]3CNC[C@H]2C3c2ccc(-c3ccccc3C)cc2)cc1 (some centres not stated)	-2.7&-0.3	-1&2	-6	u	-8	-12&4	x
COCC#Cc1ccc2c(c1)O[C@@H](CN(C)C(=O)C1CC1)[C@H](C)CN([C@@H](C)CO)S2(=O)=O	-2.9	0	-9	-8	x	-7	3[16.7 µM]
O=C([C@H]1[C@H](CO)[C@H]2Cn3c(ccc(C4=CCCCC4)c3=O)[C@H]2N1Cc1nccs1)N1CCCCC1	0.8	x	2	u	-7	-1	2[16.7 µM]
CSc1ccccc1C(=O)N1CCC2(CC1)CC(=O)c1ccccc1O2	-0.1	0	-2	-1	10	-6	-2
O=C(COc1ncnc2ccccc12)c1ccc(Cl)cc1	-0.9	11	-71	-1	-49	-2	-3
CC1=C(C(=O)N2CCCC(CCC(=O)NCc3ccccc3F)C2)OCCO1 (configuration not stated)	-2.6	-11	-3	-1	-11	-11	3
O=C(O)CSc1ccn(Cc2ccccc2)c1	-0.2	-3	9	51*	0	-3	2
CCCCn1c(N)c(N(CCOC)C(=O)COC(=O)c2cc(CCC)c(C)s2)c(=O)[nH]c1=O	-3.3	1	13	0	19	-6	-5
CCN1C(=O)[C@H]2[C@@H](c3ccc(C(F)(F)F)cc3)N[C@]3(CCCN(Cc4ccc(C(F)(F)F)cc4)C3=O)[C@H]2C1=O	0.9	-8	-22	-2	25	x	-8
CC12CCC(=O)N1C(C(=O)Nc1nnc(SCc3ccc(F)cc3)s1)CS2 (configuration not stated)	-2.6	0	6	-5	4	-47	x
CC(C)(C)c1ccc(/C=C/C(=O)NCCCN2CCOCC2)cc1	-2.7	-8	24	7	-17	x	11
CC1C/C(=N/NC(=O)c2ccc(CSc3nc4ccccc4[nH]3)cc2)CC(C)(C)C1 (configuration not stated)	-2.1	4	-85	3	-29	23	0
C[C@@H]1CN([C@H](C)CO)C(=O)Cc2cc(NC(=O)Nc3ccc(F)cc3)ccc2O[C@H]1CN(C)C(=O)NC1CCCCC1	-0.6	x	-1	-4	1	-8	-7[16.7 µM]
CS(=O)(=O)N(CCc1ccccc1)CC(=O)N1CCCCCC1	0.7	5	-1	2	15	1	-5
COc1ccc(NC(=O)N(C)C[C@H]2OCCCC[C@H](C)Oc3ccc(NC(=O)C4CCCCC4)cc3C(=O)N([C@@H](C)CO)C[C@@H]2C)cc1	-1.6	x	-3	x	x	-10	16[16.7 µM]
Cc1cc(Br)cc2c1N(C)C(=O)C2(c1ccc(O)cc1)c1ccc(O)cc1	-1.5	-14	-4	-2	9	0	-5
Cn1c(CC(=O)Nc2ccccc2F)nnc1SCC(=O)N1CCOCC1	-2.5	0	x	x	-20	0	-3
COc1ccc(OCC#CCNC(C)(C)C)cc1	x	-3	x	x	5	x	-9
COc1cccc(N2CCN(Cc3nc(N)nc(Nc4ccccc4)n3)CC2)c1	x	-3	x	x	14	x	-13
O=C(N[C@H]1CC[C@@H](CC(=O)N2CCc3ccccc3C2)O[C@@H]1CO)C1CC1	-1.3	-10	0	-3	-3	7	x
CN(c1ccc(F)cc1)S(=O)(=O)c1ccc(Cl)c(C(=O)NCC2(N3CCOCC3)CCCCC2)c1	-2.3	10	19	8	0	-17	x
COc1ccc(S(=O)(=O)N(C)C[C@H]2OCCCC[C@H](C)Oc3ccc(NS(=O)(=O)c4cccs4)cc3C(=O)N([C@@H](C)CO)C[C@H]2C)cc1	-0.7	x	4	18	-4	12	5[16.7 µM]
COc1ccccc1NC(=S)N/N=C/c1cccc(C)c1	x	4	15	-2	-5	19	x
C=CCn1c(N/N=C/c2ccc(O)cc2)nc2ccccc2c1=O	x	3	-10	-3	-93	4	-4
CCCCC(=O)N1CCN(c2ccc(OC)cc2[N+](=O)[O-])CC1	0.9	1	14	6	87*	5	-5
CCCC#Cc1ccc([C@@H]2[C@H]3CN(S(=O)(=O)c4ccccc4C)CC(=O)N3[C@H]2CO)cc1	2.6	-12	-1	16	x	-7	x
Cn1c(N)c(S(=O)(=O)NCc2ccccc2Cl)c(=O)n(C)c1=O	x	3	4	8	7	34	x
COC(=O)c1ccc(CSc2ccccc2NC(=S)Nc2cccc(SC)c2)o1	-0.9	-5	-55	1	-92	1	9
CN(C)C(=O)c1ccc(-c2ccc3c(c2)[C@H]2[C@H](CCN2C(=O)C2CCCC2)[C@H](CO)N3C)cc1	-2.2	-7	9	-7	-25	-6	x
CSC1=NCCN1C(=O)c1ccc(S(=O)(=O)N2CCCC2)cc1	-1.5	-3	-2	u	6	-9	x
C=CCn1c(SCC(=O)C23CC4CC(CC(C4)C2)C3)nc(O)cc1=O	3.1	-2	3	-4	2	4	-2
CCCCn1c(N)c(N(CC)C(=O)Cc2ccc(S(=O)(=O)N3CCOCC3)s2)c(=O)[nH]c1=O	0.1	0	-3	u	-2	-5	x
O=C(C[C@H]1CC[C@H]2[C@@H](COC[C@H](O)CN2CC2CC2)O1)NCC1CC1	-1.7	-14	9	6	2	6	-6[16.7 µM]
O=C(CSc1ncccc1-c1nc2ccccc2[nH]1)N1CCc2ccccc21	0.5	-5	-48	3	90*	-3	x
CC(C)CN1C(=O)c2ccc(NC(=O)c3ccco3)cc2C1=O	-1.1	7	-48	19	-58	5	2
COc1ccc(-c2cc(=O)[nH]c(=O)[nH]2)cc1	x	-7	x	x	6	x	-15
CO[C@@H]1CN(C)C(=O)c2ccc(NC(=O)C3CC3)cc2OC[C@H](C)N(Cc2cccnc2)C[C@@H]1C	3.0	-7	-4	7	-7	-3	x
Cc1noc(C)c1NC(=O)N(C)C[C@@H]1OCc2cnnn2CCCC(=O)N([C@H](C)CO)C[C@H]1C	-1.5	4	-4	4	-1	2	-5[16.7 µM]
Cc1cc(C)c2nc(N(CCCN(C)C)C(=O)C3=COCCO3)sc2c1	3.5	-1	-9	-7	-3	-6	-5
COc1ccc(NC(=O)Nc2cccc3c2O[C@H](CN(C)C(=O)Nc2ccc(OC)cc2)[C@H](C)CN([C@@H](C)CO)C3=O)cc1	1.1	x	2	-9	-12	9	1[16.7 µM]
Cc1ccc(C)c(NC(=O)NC2CCCCCCC2)c1	-3.0	5	x	-7	3	5	-6
O=C(CCCN1C(=O)C(c2ccccc2)Oc2cccnc21)NCc1ccccc1Cl (configuration not stated)	-3.8	-6	5	7	6	0	47
O=C(Nc1ccc2c(c1)CCC2)C1CCN(c2c3c(nc4ncnn24)CCC3)CC1	x	2	x	x	x	-32	-5
COc1ccc(Oc2c(C)nc(SCC(=O)c3ccc(Cl)cc3)[nH]c2=O)cc1	-2.5	-6	10	-4	6	-7	4
CCCCn1c(N)c(N(CCC(C)C)C(=O)c2ccc(COc3ccccc3)o2)c(=O)[nH]c1=O	0.5	-14	6	-2	-28	-12	x
Cc1ccccc1C(=O)NNC(=O)CCC(=O)Nc1cccc(Cl)c1C	x	8	15	1	9	x	15
COC(=O)c1c(NC(=O)c2ccccc2)sc2c1CC(C)(C)NC2(C)C	-1.1	0	-7	-1	-7	7	0
CC(C)c1ccc(CNC(=O)C(=O)NCCCn2ccnc2)cc1	-5.3	-5	-1	-1	49	-14	-3
CCOC(=O)c1ccccc1NC(=O)COC(=O)CCNS(=O)(=O)c1ccccc1	-1.4	x	x	0	-11	9	x
CC1(c2ccc(OC(F)F)cc2)NC(=O)N(CC(=O)Nc2ccc(S(N)(=O)=O)cc2)C1=O (configuration not stated)	2.4	3	-4	-4	-7	1	x
Cc1noc(C)c1S(=O)(=O)Nc1ccc2c(c1)C(=O)N([C@@H](C)CO)C[C@@H](C)[C@@H](CN(C)S(=O)(=O)c1cn(C)cn1)O2	1.6	6	-2	-5	8	12	0[16.7 µM]
COCCn1c(SCC(=O)N2CCOCC2)nc2ccccc2c1=O	5.3	6	-2	1	-11	5	-4
CCOC(=O)c1c(-c2ccccc2)csc1NC(=O)CCN1C(=O)c2ccccc2C1=O	-1.0	0	-20	9	5	15	8
CNC[C@H]1OCCCC[C@H](C)Oc2ccc(NS(=O)(=O)c3ccc(F)cc3)cc2C(=O)N([C@@H](C)CO)C[C@H]1C	-3.9	-6	-13	-2	-11	5	1[16.7 µM]
CC(C)NC(=O)N[C@H]1CC[C@H](CCNS(=O)(=O)c2ccc(F)cc2)O[C@H]1CO	-0.6	x	11	6	4	-7	x
